# Screening data from PubChem.
# RORg inh: qHTS for inhibitors of ROR gamma transcriptional activity; 5.4% of 310,000 active; Potency, µM (series often up to 53.6 µM), for the others: at the top dose activity change, negative = inhibition, actives largely listed as inhibitors; Nuclear receptor ROR-gamma (Mus musculus), P51450; Drosophila S2 Gal4-RORgamma UAS-luciferase reporter, 20 h; also: potency is read from the fitted curve at half-maximal effect; % is scaled to controls: 0 for no effect and ±100 for the full control effect; nearly all actives have a fitted effect of over 60% in size
# Target sequence (P51450 whole entry, looked up, the tested form may be a part): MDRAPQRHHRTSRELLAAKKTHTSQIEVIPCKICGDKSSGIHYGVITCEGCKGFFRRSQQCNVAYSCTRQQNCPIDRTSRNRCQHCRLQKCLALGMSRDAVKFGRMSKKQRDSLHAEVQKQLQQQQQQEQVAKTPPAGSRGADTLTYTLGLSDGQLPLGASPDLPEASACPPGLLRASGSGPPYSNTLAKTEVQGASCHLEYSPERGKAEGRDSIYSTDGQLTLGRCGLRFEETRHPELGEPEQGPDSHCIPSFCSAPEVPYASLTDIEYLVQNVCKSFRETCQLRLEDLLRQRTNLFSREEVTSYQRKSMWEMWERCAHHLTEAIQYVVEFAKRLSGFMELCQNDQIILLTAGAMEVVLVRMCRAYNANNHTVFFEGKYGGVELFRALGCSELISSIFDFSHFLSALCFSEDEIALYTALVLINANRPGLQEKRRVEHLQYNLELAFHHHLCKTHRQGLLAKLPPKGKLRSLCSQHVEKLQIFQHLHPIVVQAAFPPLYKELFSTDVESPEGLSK
#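 Stably transfected Drosophila Schneider cells are the test system, with ROR gamma fused to Gal4 and luciferase under UAS control; luminescence is read after 20 hr of 700 uM copper sulfate induction at ambient temperature.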
# ELG1 DNA repair: qHTS screen for small molecules that inhibit ELG1-dependent DNA repair in human embryonic kidney (HEK293T) cells expressing luciferase-tagged ELG1. HEK293T ELG1-luciferase reporter, luminescence, 16 h; DNA damage induced by 5-fluorouridine. Potency, µM (series often up to 46.1 µM), for the others: top-dose activity change, negative = inhibition, most hits filed as inhibitors. 2.3% of 330,000 active; also: potency is read from the fitted curve at half-maximal effect; % is scaled to controls: 0 for no effect and ±100 for the full control effect; nearly all actives have a fitted effect of over 55% in size
#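 Reporter activity after DNA damage by 5-fluorouridine is monitored. Compound-treated cells incubate 16 hr at 37 °C, then ONE-Glo is added for 30 min before luminescence reading.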
# NPC1 promoter act: qHTS Assay for NPC1 Promoter Activators; AID 485313, 2010; 2.4% of 320,000 active; Potency, µM (doses to about 9.22 µM), for the others: at the highest dose activation, hits mostly activators; Huh7 NPC1 promoter luciferase reporter, 24 h;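 also: potency is read from the fitted curve at half-maximal effect; % of control where 0% means no effect; nearly all actives have a fitted effect of over 60% in size; reporter is driven by a mutant NPC1 promoter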
#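 In 1536-well qHTS, Huh7 cells harboring an NPC1 promoter–luciferase construct received compound for 24 h; activation was quantified by luminescence following luciferase reagent addition.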
# VP16 counter: VP16 counterscreen qHTS for inhibitors of ROR gamma transcriptional activity. Drosophila S2 Gal4-VP16 UAS-luciferase, luminescence, 20 h. Potency, µM (top dose mostly 53.6 µM), inactives show at the highest dose activity, negative = inhibition, usual class: inhibitors. 3.5% of 310,000 active. AID 2546, 2010;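 also: Gal4-VP16 expression switched on by copper sulfate through the metallothionein promoter; potency is read from the fitted curve at half-maximal effect; % is scaled to controls: 0 for no effect and ±100 for the full control effect; nearly all actives have a fitted effect of over 50% in size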
# FLuc modulator: qHTS profiling assay for firefly luciferase inhibitor/activator using purifed enzyme and Km concentrations of substrates (counterscreen for miR-21 project); Luciferin 4-monooxygenase (Photinus pyralis), P08659; purified FLuc, Km substrates, luminescence inhibition; Potency, µM (titrated, usually from 57.5 µM), without a hit: at the top dose activity change, negative = inhibition, usual class: inhibitors; 6.9% of 360,000 active; AID 588342, 2011;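 also: potency is read from the fitted curve at half-maximal effect; plate controls were vehicle for no effect and reference inhibitor for full effect; nearly all actives have a fitted effect of over 55% in size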
#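 Purified P. pyralis luciferase, 10 nM final, with Km-level 10 uM D-luciferin and 10 uM ATP in 50 mM Tris acetate pH 7.5, 10 mM Mg acetate, 0.01% Tween-20, 0.05% BSA; 6-point qHTS titration about 60 µM downward; luminescence read.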
# p53 reactivator: qHTS assay for re-activators of p53 using a Luc reporter. H1299 p53-A138V BP100-luciferase reporter, luminescence, 24 h. Potency, µM (top dose mostly 92.2 µM), for the others: at the highest dose activity change, positive = activation, actives largely listed as activators. 0.063% of 320,000 active. AID 504706, 2011; also: potency is read from the fitted curve at half-maximal effect; % of control where 0% means no effect; nearly all actives have a fitted effect of over 45% in size
#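 p53-null H1299 cells stably carrying temperature-sensitive p53-A138V and a BP100-luciferase reporter were pinned with compounds (4-point, 1:5 series) and held 24 hrs at 37 deg C. Luminescence was read 10 min after detection reagent.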
# ELG1 genotoxic: qHTS screen for small molecules that induce genotoxicity in human embryonic kidney (HEK293T) cells expressing luciferase-tagged ELG1. Potency, µM (top dose mostly 46 µM), for the others: at the highest dose activity change, positive = activation, actives largely listed as activators. HEK293T ELG1-luciferase reporter, luminescence, 16 h. 1.3% of 330,000 active; also: potency is read from the fitted curve at half-maximal effect; % of control where 0% means no effect; nearly all actives have a fitted effect of over 60% in size
#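 Screening used a luciferase reporter fused to human ELG1 in HEK293T cells. Luminescence was read on a CCD plate imager after 16 hr exposure and 30 min ONE-Glo incubation.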
# TRPV1 ag: HTS Assay for Compounds that Act as Agonists of the Vanilloid Receptor 1. 0.19% of 320,000 active. TRPV1-expressing cells, Fluo-8 calcium influx, agonist mode. activation, % at 8.33 µM. AID 540275, 2011. Transient receptor potential cation channel subfamily V member 1 (Homo sapiens), Q8NER1; in the data active = activation above about 80%; inconclusive = between about 30% and that limit; also: 0% is about no effect
#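 TRPV1-expressing cells were cultured overnight at 35.5C and loaded with Fluo-8 calcium dye for 40 to 90 min at room temperature. After a 10 s baseline, compound was added and calcium influx was read kinetically for 3 min (ex 480/em 520 nm).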
# Rab9 promoter act: qHTS Assay for Rab9 Promoter Activators; Huh7 Rab9 promoter-luciferase reporter, luminescence, 24 h; Potency, µM (series often up to 9.22 µM), for the others: top-dose activation, negative = inhibition, most hits filed as activators; 2.8% of 320,000 active; also: potency is read from the fitted curve at half-maximal effect; % of control where 0% means no effect; nearly all actives have a fitted effect of over 60% in size
#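 Luminescence read-out: Huh7 cells stably expressing Rab9-luciferase, treated 24 h with compound at 37 °C, then lysed with luciferase reagent for 10 min at ambient before reading.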
# BRCA1 expr act: qHTS Assay to Identify Small Molecule Activators of BRCA1 Expression. 1.1% of 380,000 active. MCF7-BRCA1-FFLuc reporter, luminescence, 48 h; response scale: scaled: vehicle 0%, 10 µM genistein 100%. Potency, µM (titrated, usually from 46.1 µM), without a hit: top-dose activation, most hits filed as activators; also: potency is read from the fitted curve at half-maximal effect; nearly all actives have a fitted effect of over 80% in size; some results filed as inactive show a strong effect at the top dose
#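 MCF7-BRCA1-FFLuc cells, 2000/well in phenol-red-free MEM, attached 2 h then treated 48 h at 37 C. Luciferase luminescence read 15 min after reagent; normalized to genistein maximum activation (10microM) and DMSO, concentration-response fitted.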
# Tb PFK block: qHTS Assay to Find Inhibitors of T. brucei phosphofructokinase; 0.17% of 330,000 active; T. brucei PFK, ADP-Glo luminescence; AID 485367, 2010; Potency, µM (top dose mostly 57.5 µM), without a hit: at the highest dose activity, negative = inhibition, hits mostly inhibitors;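 also: potency is read from the fitted curve at half-maximal effect; 0% = uninhibited 1x PFK enzyme wells and -100% = no-enzyme wells; nearly all actives have a fitted effect of over 60% in size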
# Target sequence (O15648 whole entry, looked up): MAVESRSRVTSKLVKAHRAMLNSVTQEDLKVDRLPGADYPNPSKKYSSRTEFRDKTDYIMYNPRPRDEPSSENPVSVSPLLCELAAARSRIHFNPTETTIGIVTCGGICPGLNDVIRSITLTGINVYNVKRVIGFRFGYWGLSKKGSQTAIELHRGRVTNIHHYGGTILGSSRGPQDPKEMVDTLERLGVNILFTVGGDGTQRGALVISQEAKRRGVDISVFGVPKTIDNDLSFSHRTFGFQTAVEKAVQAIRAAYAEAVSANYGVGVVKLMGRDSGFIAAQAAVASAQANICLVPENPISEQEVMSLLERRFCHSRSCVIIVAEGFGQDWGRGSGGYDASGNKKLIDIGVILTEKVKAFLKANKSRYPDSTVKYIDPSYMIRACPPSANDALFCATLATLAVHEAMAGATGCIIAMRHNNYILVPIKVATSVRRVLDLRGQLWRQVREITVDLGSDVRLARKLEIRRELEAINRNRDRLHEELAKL
#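 Activity is normalized to no-enzyme wells (full inhibition) and 1.25 nM enzyme wells (no inhibition). Reaction: 0.5 mM F6P, 0.1 mM ATP, 45 min RT, ADP-Glo luminescence; concentration-response curves fitted and classed by quality.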
# * hit, by the source's call; ? = inconclusive; . = no result given; & = joins results of further samples; [ ] = another dose, or the depositor's remark. Unless noted, calls follow the shape of the dose curve; as a rule, active = well fitted curve in the direction sought with a large enough effect; inconclusive = small, poorly fitted or top-dose-only effect, or another doubt; inactive = no such curve, though single readings can be large; an effect the other way counts as inactive or inconclusive.
# Under each structure: ELG1 DNA repair	TRPV1 ag	NPC1 promoter act	p53 reactivator	VP16 counter	RORg inh	Rab9 promoter act	FLuc modulator	BRCA1 expr act	Tb PFK block	ELG1 genotoxic
> Cc1nnc(NC(=O)CSc2nnc(Cc3ccccc3)n2-c2ccccc2)s1
→ .	0	.	.	14%	-2%	.	6%	7%	.	.
> NC(=O)c1ccc(C(=O)c2ccc([N+](=O)[O-])cc2)cc1
→ -8%	-1	0%	3%	1%	3%	-3%	-2%	-8%	0%	1%
> Cc1cc(=O)oc2cc(OCC(=O)NC3(C#N)CCCCC3)c(Cl)cc12
→ -1%	4	-3%	4%	.	.	1%	2%	-1%	-3%	0%
> Cc1ccc2nc(NC(=O)c3ccc(Br)o3)sc2c1
→ ?	?	1.4µM*	.	-16%	?	1.1µM*	1.3µM*	?	4%	?
> CCCOC(=O)Nc1sc2c(c1C(=O)OCC)CCC2
→ 15%	6	1%	1%	-2%	7%	11%	1%	-30%	3%	-1%
> O=C(CC1CC2CCC1C2)N1CCN(S(=O)(=O)c2ccccc2F)CC1 (configuration not stated)
→ 0%	19	5%	-3%	.	.	0%	2%	-3%	2%	0%
> CCOCCCNC(=O)c1cn(CC)c2ccc(S(=O)(=O)N3CCOCC3)cc2c1=O
→ 13%	8	1%	-8%	0%	-21%	-4%	1%&-1%	-1%&1%	1%	0%
> CCCC(=O)NNC(=O)CCC(=O)Nc1ccccc1Cl
→ -4%	2	-20%	1%	1%	7%	-1%	1%	-14%	0%	2%
> CC(=O)Nc1ccc(NC(=O)COC(=O)c2ccccn2)cc1
→ 5%	2	-3%	10%	-7%	2%	-3%	-1%	-1%	-10%	-1%
> Cc1cn(-c2ccccc2)c(C)c1/C=N\Nc1nc(N2CCOCC2)nc(N2CCOCC2)n1
→ 8.2µM*	0	-2%	4%	-1%	15%	8%	19µM*	-11%	2%	-5%
> Cc1ccc2nc3cc([N+](=O)[O-])cc([N+](=O)[O-])c3cc2c1
→ 5%	8	-23%	?	2.2µM*	?	-18%	4%	-80%	4%	-16%
> CC(C)CNS(=O)(=O)c1ccc(CCC(=O)N2CCOCC2)cc1
→ 9%	1	-5%	0%	18%	-14%	-2%	-1%	-22%	0%	-1%
> COc1ccc(CCNC(=O)NC23CC4CC(CC(C4)C2)C3)cc1
→ 13%	?	19%	24%	-7%	26%	20%	?	32%	2%	9%
> CCC(=O)c1ccc(OCC(O)CN2CCOCC2)cc1 (configuration not stated)
→ 3%	-2	1%	0%	-8%	33%	1%	-2%[2.3 µM]	-10%	0%	0%
> COc1cccc(Oc2cc(NN3CCCCC3)c([N+](=O)[O-])cc2[N+](=O)[O-])c1OC
→ 22%	17	0%	.	0%	-1%	3%	0%	-24%	1%	5%
> COc1ccccc1C(=O)NCC(=O)OCCCOC(=O)CNC(=O)c1ccccc1OC
→ 15%	1	-4%	-7%	1%	-26%	0%	0%	-4%	0%	4%
> O=C(NC(C(=O)N/N=C/c1ccncc1)c1n[nH]c(=O)c2ccccc12)c1ccccc1 (configuration not stated)
→ 12%	-1	2%	2%	2%	4%	-3%	-6%	1%	-2%	0%
> O=C(NC1CC1)c1nc(Cn2cc([N+](=O)[O-])cn2)no1
→ ?	1	1%	9%	-1%	-16%	-1%	4%	12%	-7%	0%
> COc1ccc(COC(=O)C2CCN(S(=O)(=O)c3cccs3)CC2)cc1
→ -6%	13	-1%	0%	.	.	0%	-5%	-14%	8%	1%
> CC(C)Cn1c(N)c(C=O)c(=O)n(C)c1=O
→ 0%	-10	1%	-1%	-6%	15%	0%	-1%	-6%	2%	8%
> Cc1ccc(OCC(=O)N2CCCC(CO)(CCOc3ccccc3)C2)cc1 (configuration not stated)
→ ?	10	-6%	8%	-8%	7%	-6%	1%	-37%	3%	-4%
> CN(C)/C=N/c1nc2nccc(-c3ccc(Cl)cc3)n2n1
→ ?	5	-8%	-1%	-7%	-3%	7%	-4%	-20%	-3%	3%
> COc1cc(/C=C2\SC(=O)NC2=O)ccc1Oc1ccc([N+](=O)[O-])cc1[N+](=O)[O-]
→ ?	3	-1%	7%	-16%	?	-3%	?	-39%	1%	-12%
> O=C(COC(=O)c1cc(=O)[nH]c2ccccc12)c1ccccc1
→ -6%	4	0%	0%	10%	26%	0%	2.7µM*	0%	4%	-8%
> CCCn1nc2cc(C(=O)NCc3ccc4c(c3)OCO4)ccc2c1OCC
→ 0%	14	-4%	-6%	-5%	0%	2%	-4%	-4%	4%	1%
> COCCN1Cc2cccc(C(=O)Nc3cccnc3)c2C1=O
→ 10%	0	0%	-6%	-1%	5%	-3%	7%	10%	-5%	-3%
> O=C(O)c1cccc(N2C(=O)c3ccc(Oc4ccc(Cl)cc4)cc3C2=O)c1
→ 12%	0	-4%	7%	2%	34%	5%	7.6µM*	-1%	-4%	0%
> Cc1nc(Cl)c(C(=O)NC(=O)NCc2ccccc2)c(C)c1Cl
→ 18%	0	-2%	-2%	2%	27%	-1%	3%	-13%	0%	1%
> Nc1c(C(=O)Nc2ccc3c(c2)OCCO3)nnn1Cc1ccccc1
→ ?	-1	3.2µM*	?	.	.	1.3µM*	?	4.5µM*	1%	?
> CC1CN(CC(=O)N2CCc3[nH]c4ccccc4c3C2)CC(C)O1 (configuration not stated)
→ 0%	7	1%	-7%	-3%	-32%	5%	0%	-15%	0%	-1%

# Taken from above:
# `CN(C)/C=N/c1nc2nccc(-c3ccc(Cl)cc3)n2n1` – TRPV1 ag = 5
# `COc1cccc(Oc2cc(NN3CCCCC3)c([N+](=O)[O-])cc2[N+](=O)[O-])c1OC` – ELG1 DNA repair = 22%
# `CC(C)CNS(=O)(=O)c1ccc(CCC(=O)N2CCOCC2)cc1` – VP16 counter = 18%
# `COCCN1Cc2cccc(C(=O)Nc3cccnc3)c2C1=O` – FLuc modulator = 7%

# Some of these compounds in order of number of heavy atoms, ascending.
# Under each structure: ELG1 DNA repair	TRPV1 ag	NPC1 promoter act	p53 reactivator	VP16 counter	RORg inh	Rab9 promoter act	FLuc modulator	BRCA1 expr act	Tb PFK block	ELG1 genotoxic
> COCCN1Cc2cccc(C(=O)Nc3cccnc3)c2C1=O
→ 10%	0	0%	-6%	-1%	5%	-3%	7%	10%	-5%	-3%
> COc1ccc(CCNC(=O)NC23CC4CC(CC(C4)C2)C3)cc1
→ 13%	?	19%	24%	-7%	26%	20%	?	32%	2%	9%
> COc1ccccc1C(=O)NCC(=O)OCCCOC(=O)CNC(=O)c1ccccc1OC
→ 15%	1	-4%	-7%	1%	-26%	0%	0%	-4%	0%	4%
> Cc1cn(-c2ccccc2)c(C)c1/C=N\Nc1nc(N2CCOCC2)nc(N2CCOCC2)n1
→ 8.2µM*	0	-2%	4%	-1%	15%	8%	19µM*	-11%	2%	-5%

# (list continues)
# Under each structure: ELG1 DNA repair	TRPV1 ag	NPC1 promoter act	p53 reactivator	VP16 counter	RORg inh	Rab9 promoter act	FLuc modulator	BRCA1 expr act	Tb PFK block	ELG1 genotoxic
> CCCCCn1c(Sc2nc3ccccc3s2)nc2c1c(=O)[nH]c(=O)n2C
→ 21µM*	6	3%	-5%	3%	24%	-5%	2%	-65%	2%	-14%
> CC(CCc1ccccc1)NC(=O)COC(=O)C(CCC(N)=O)NC(=O)c1ccc(F)cc1 (configuration not stated)
→ 17%	10	-1%	15%	.	.	3%	.	9%	-4%	2%
> COC(=O)c1ccccc1NC(=O)CSc1nc(Nc2ccccc2)nc(N2CCOCC2)n1
→ ?	4	0%	-5%	-12%	37%	-6%	-2%	-31%	2%	0%
> Oc1c(C=NCc2ccncc2)sc2ccccc12
→ -4%	1	13%	?	-19%	-41%	2%	?	0%	5%	?
> COc1cccc(C2=NOC(C(=O)NCc3ccccc3)C2)c1 (configuration not stated)
→ 15%	22	-4%	22%	3%	20%	16%	-17%	-40%	-4%	3%
> O=C(O)c1cc(NCc2ccc3c(c2)OCO3)ccc1N1CCOCC1
→ -17%	-2	10%	-1%	-1%	12%	16%	1%	6%[1.84 µM]	-14%	-1%
